Bioassay records as filed in PubChem BioAssay.
D2 antagonist: antagonists of human D2 dopamine receptor; 2% of 340,000 active; HEK293 TREx D2 cells, calcium flux, dopamine EC80; AID 485344; inhibition, % at 10 µM; P14416; in the data active = inhibition above about 30%; also: 0% is about no effect
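Cells plated overnight at 30 C with tetracycline; no-wash calcium dye, 30–90 min RT; 10 s baseline; compound pinned; 180 s read; EC80 dopamine added; another 180 s read.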
12-LOX inh: blocks human arachidonate 12S-lipoxygenase | P18054 | purified 12hLO, xylenol orange hydroperoxide absorbance | Potency, µM (titrated, usually from 108 µM), for inactives: at the top dose activity change, negative = inhibition, most hits filed as inhibitors | 1.1% of 580,000 active; also: potency is read from the fitted curve at half-maximal effect; % is scaled to controls: 0 for no effect and ±100 for the full control effect
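Hydroperoxide product was detected by ferrous iron/xylenol orange as the 573 to 405 nm absorbance ratio. Arachidonic acid at 40 uM (final) was turned over for 30 min at room temperature by 150 nM human 12hLO, pH 7.0 Hepes buffer, after 15 min compound preincubation.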
ERG Ets-DNA blk: blocks human ERG Ets domain binding to DNA; fluorescence polarization, His-ERG Ets domain / labelled DNA; Potency, µM (highest dose often 76.9 µM), without a hit: at the highest dose FP activity, negative = inhibition, actives largely listed as inhibitors; 0.028% of 370,000 active; AID 624246; active = well fitted inhibition curve with a large enough effect in the polarisation, with a control signal flat; inconclusive = small, poorly fitted or top-dose-only effect, or effect the other way, or a change in a side signal; inactive = no such curve, though single readings can be large or run the other way; the % refers to the polarisation;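 also: polarization taken with two DNA probes labelled with fluorescein and Texas red; potency is read from the fitted curve at half-maximal effect; % of control where 0% means no effect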
Target sequence (P11308 whole entry, looked up, the tested form may be a part): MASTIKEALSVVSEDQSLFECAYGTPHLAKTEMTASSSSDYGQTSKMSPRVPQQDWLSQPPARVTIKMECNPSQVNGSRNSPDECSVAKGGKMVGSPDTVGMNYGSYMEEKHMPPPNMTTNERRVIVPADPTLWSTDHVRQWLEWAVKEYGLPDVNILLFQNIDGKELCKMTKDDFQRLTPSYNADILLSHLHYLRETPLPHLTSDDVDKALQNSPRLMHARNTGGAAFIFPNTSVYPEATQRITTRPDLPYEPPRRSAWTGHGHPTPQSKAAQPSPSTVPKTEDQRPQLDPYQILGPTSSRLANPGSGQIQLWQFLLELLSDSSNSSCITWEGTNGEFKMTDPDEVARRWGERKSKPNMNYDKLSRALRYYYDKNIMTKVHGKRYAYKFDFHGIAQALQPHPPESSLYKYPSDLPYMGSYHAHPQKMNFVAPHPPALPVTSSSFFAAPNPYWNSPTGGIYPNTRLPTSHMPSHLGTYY
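His-tagged ERG Ets domain (1 uM in the protein solution; 300mM KCl, 50mM Tris-HCl, 1mM EDTA, 1mM DTT, pH 7.5) received compound, then a probe mix of 5 nM fluorescein-DNA and 100nM Texas-615-DNA. Fluorescence polarization was read for both dyes.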
Vif-APOBEC3F blk: inhibitors of Vif-A3F interaction; HeLa A3F-eYFP + Vif (tagged APOBEC3F with the HIV-1 protein that degrades it), YFP fluorescence increase; Potency, µM (top dose mostly 46.1 µM), for the others: at the top dose activity, negative = active; 0.2% of 390,000 active; AID 602313; also: potency is read from the fitted curve at half-maximal effect; % of control where 0% means no effect; nearly all actives have a fitted effect of over 65% in size
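HeLa cells stably expressing Vif plus C-terminally eYFP-tagged A3F were seeded, incubated overnight at 37 deg C, dosed with compound, incubated overnight again at 37 deg C. Yellow fluorescence (Ex 488/Em 500-530) reported blocked Vif-mediated A3F-eYFP degradation.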
LDHA block: LDHA (human) enzyme inhibition | P00338 | purified LDHA, NADH/diaphorase-resazurin fluorescence; stronger effect = lower value | activity change, % (values are at about 110 or 230 µM) | 0.15% of 480,000 active | AID 1347041; in the data active = activity change below about -30%; inconclusive = mostly about -25% to -30%;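 also: plate controls were DMSO wells for no effect and wells without enzyme for full effect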
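Enzyme activity of human lactate dehydrogenase 5 (2 nM; 0.06 mM NADH, 0.2 mM pyruvate, 5 min, RT) is measured via a resazurin/diaphorase fluorescence readout of residual NADH.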
Vif-APOBEC3G blk: inhibitors of Vif-APOBEC3G interaction; Q9HC16; HeLa A3G-eYFP + Vif (tagged APOBEC3G with the HIV-1 protein that degrades it), YFP fluorescence, overnight; Potency, µM (top dose mostly 46.1 µM), for the others: at the top dose activity, negative = active, most hits filed as inhibitors; 0.076% of 410,000 active; AID 602310;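 also: potency is read from the fitted curve at half-maximal effect; % is scaled to controls: 0 for no effect and ±100 for the full control effect; nearly all actives have a fitted effect of over 60% in size; hits raise eYFP signal because A3G escapes Vif-driven loss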
Target sequence (Q9HC16 whole entry, looked up): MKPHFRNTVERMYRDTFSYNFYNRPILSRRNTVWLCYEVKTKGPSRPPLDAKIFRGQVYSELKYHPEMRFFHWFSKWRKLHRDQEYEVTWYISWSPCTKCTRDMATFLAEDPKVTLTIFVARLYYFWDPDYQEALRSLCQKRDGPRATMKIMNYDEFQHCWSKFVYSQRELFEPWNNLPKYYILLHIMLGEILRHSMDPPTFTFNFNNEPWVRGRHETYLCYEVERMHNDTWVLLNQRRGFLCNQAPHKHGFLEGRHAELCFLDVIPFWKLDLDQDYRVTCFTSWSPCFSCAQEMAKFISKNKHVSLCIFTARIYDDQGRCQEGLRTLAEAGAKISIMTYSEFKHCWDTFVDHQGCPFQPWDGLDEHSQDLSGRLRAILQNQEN
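Read-out is eYFP fluorescence (Ex 488/Em 500-530) from Vif-expressing HeLa A3G-eYFP cells; more signal means A3G escaped Vif-mediated degradation. Cells plated overnight, compound pinned in, incubated overnight at 37 deg C.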
D2 ag: D2 dopamine receptor (human) agonism; P14416; HEK293 T-REx D2 cells, calcium flux agonist mode; activation, % at 2 µM; 0.53% of 340,000 active; AID 485358;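 active = activation over 3 SD above normal in the single-dose calcium agonist read, cut at about 30% in these data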; also: 0% is about no effect
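Tetracycline-induced HEK293 T-REx cells with force-coupled D2 receptor, plated overnight at 30 C, loaded with no-wash calcium dye. After a 10 s baseline, compound was pin-added and calcium flux read kinetically for 180 s; calcium rises flagged agonists.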
Glioma ERSR ind: induces the endoplasmic reticulum stress response in human glioma cells; Potency, µM, for inactives: at the top dose activation, most hits filed as activators; 0.02% of 420,000 active; U87-MG GRP78 promoter luciferase reporter, 16 h; AID 602332; also: potency is read from the fitted curve at half-maximal effect; series mostly up to about 76 µM; % of control where 0% means no effect; nearly all actives have a fitted effect of over 35% in size
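Stably transfected U87-MG human glioma cells carrying a GRP78-based luminescent sensor were seeded at 1000 cells/well, pin-dosed with compounds and incubated 16 h. Luciferase reagent was then added, and end-point luminescence was read after 10 min at room temperature.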
RGS4 inhibitor: inhibitors of human regulator of G protein signaling 4; Potency, µM (highest dose often 114 µM), without a hit: at the top dose activity change, negative = inhibition, usual class: inhibitors; P49798; Transcreener GDP fluorescence polarization, RGS4-accelerated GTP hydrolysis; AID 504845; 0.039% of 390,000 active; also: potency is read from the fitted curve at half-maximal effect; % is scaled to controls: 0 for no effect and ±100 for the full control effect; nearly all actives have a fitted effect of over 75% in size; some results filed as inactive show a strong effect at the top dose
Target sequence (P49798 whole entry, looked up): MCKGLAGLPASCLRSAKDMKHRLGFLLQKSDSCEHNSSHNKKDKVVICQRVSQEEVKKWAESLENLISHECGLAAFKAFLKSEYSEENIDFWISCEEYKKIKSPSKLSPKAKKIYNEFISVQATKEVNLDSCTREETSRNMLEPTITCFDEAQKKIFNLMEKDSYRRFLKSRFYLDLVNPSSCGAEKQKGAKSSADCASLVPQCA
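MLSMR compounds (23 nl, pin-transferred) preincubated 10 min at room temperature with a 500nM (2x) first reagent, then RGS4 at 900nM (2x) plus Transcreener GDP mix added; fluorescence polarization (620/688 nm) read before and after 90 min at 30 °C.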
* marks the source's active call; other numbers are inactive results; ? = inconclusive; . = not tested or not shown; & = joins results of further samples; [ ] = dose if it differs, or a comment. Unless noted, calls follow the shape of the dose curve; as a rule, active = well fitted curve in the direction sought with a large enough effect; inconclusive = small, poorly fitted or top-dose-only effect, or another doubt; inactive = no such curve, though single readings can be large; an effect the other way counts as inactive or inconclusive. Not all compounds are listed; the hit share may differ from the screen's.

The first 3 compounds, ahead of the listing:
SMILES | D2 antagonist | 12-LOX inh | ERG Ets-DNA blk | Vif-APOBEC3F blk | LDHA block | Vif-APOBEC3G blk | D2 ag | Glioma ERSR ind | RGS4 inhibitor
O=c1[nH]c2ccccc2c(O)c1-[n+]1ccccc1 | 5 | ? | 1% | 0% | -3 | 1% | 0.7 | -2% | -46%
COC(=O)c1ccc2nc(C3CCCCC3)c(Cc3cccc(F)c3)n2c1 | . | -27% | . | . | 8 | -7% | . | -2% | .
O=C(Nc1ccccc1C(=O)N/N=C/c1ccc(F)cc1)c1ccccc1Br | 18 | 22% | 2% | -4% | -9 | 0% | 0.7 | 0% | 27%

The listing (from the top)
SMILES | D2 antagonist | 12-LOX inh | ERG Ets-DNA blk | Vif-APOBEC3F blk | LDHA block | Vif-APOBEC3G blk | D2 ag | Glioma ERSR ind | RGS4 inhibitor
O=c1[nH]c2ccccc2c(O)c1-[n+]1ccccc1 | 5 | ? | 1% | 0% | -3 | 1% | 0.7 | -2% | -46%
COC(=O)c1ccc2nc(C3CCCCC3)c(Cc3cccc(F)c3)n2c1 | . | -27% | . | . | 8 | -7% | . | -2% | .
O=C(Nc1ccccc1C(=O)N/N=C/c1ccc(F)cc1)c1ccccc1Br | 18 | 22% | 2% | -4% | -9 | 0% | 0.7 | 0% | 27%
CCCC(C)NC(=O)COc1ccc(Sc2ccc(OCC(=O)NC(C)CCC)cc2)cc1 (stereo not drawn) | -6 | -5% | 5% | 0% | -12 | 3% | 1.7 | -4% | 30%
Cc1nc(SCCOc2ccccc2)[nH]c(=O)c1Cc1ccccc1 | -4 | ? | 2% | 11% | -5 | 1% | 0.3 | -4% | 9%
COc1cc(-c2nc(-c3ccccc3)c(-c3cc([N+](=O)[O-])ccc3C)[nH]2)cc(OC)c1OC | 1 | 3% | -4% | 3% | 2 | 1% | -0.3 | 6% | -22%
CCCS(=O)(=O)Nc1cc(-c2cn3ccc(C)cc3n2)ccc1C | . | 6% | 4% | . | -1 | . | . | . | -6%
CN1CCC(=NNC(=O)C(=O)Nc2ccccc2F)CC1 | 2 | 0% | 25% | -1% | -12 | 1% | -0.3 | -2% | 9%
O=C(COC(=O)CCc1c[nH]c2ccccc12)NCc1ccc(Cl)cc1 | -9 | -19% | -5% | -4% | -2 | 2% | -0.9 | -2% | -14%
COc1ccc2c(c1)-c1nc(NC(=O)c3ccc(C)cc3)sc1CC2 | . | ? | 1% | 1% | 5 | 2% | -0.2 | -4% | -37%
COc1cc2ccccc2cc1C(=O)N(CCN(C)C)c1nc2c(F)cccc2s1 | -1 | ? | 7% | 19% | -3 | -1% | -0.2 | -3% | 34%
CCc1ccc(N2CC(C(=O)OC)CC2=O)cc1 (stereo not drawn) | -15 | -6% | -14% | 15% | -7 | 0% | -0.4 | -4% | 9%
CC1CCN(S(=O)(=O)c2ccc3c(c2)CCN3C(=O)Nc2cccc(Br)c2)CC1 | . | -6% | 0% | . | -7 | . | . | . | 4%
COc1ccc(C2=Nc3ccc(C)cc3C(c3ccccc3)N2CC(=O)NN)cc1 (stereo not drawn) | 108* | 3% | -1% | 14% | -4 | -2% | 1.5 | -2% | -18%
CC1CCCCN1CCCn1c(=S)[nH]c2ccccc2c1=O (stereo not drawn) | 18 | -10% | 5% | -3% | -1 | 0% | 0.8 | -6% | 40%

An excerpt from above in order of molecular weight, largest number first:
SMILES | D2 antagonist | 12-LOX inh | ERG Ets-DNA blk | Vif-APOBEC3F blk | LDHA block | Vif-APOBEC3G blk | D2 ag | Glioma ERSR ind | RGS4 inhibitor
CC1CCCCN1CCCn1c(=S)[nH]c2ccccc2c1=O (stereo not drawn) | 18 | -10% | 5% | -3% | -1 | 0% | 0.8 | -6% | 40%
CN1CCC(=NNC(=O)C(=O)Nc2ccccc2F)CC1 | 2 | 0% | 25% | -1% | -12 | 1% | -0.3 | -2% | 9%
CCc1ccc(N2CC(C(=O)OC)CC2=O)cc1 (stereo not drawn) | -15 | -6% | -14% | 15% | -7 | 0% | -0.4 | -4% | 9%

The results go on:
SMILES | D2 antagonist | 12-LOX inh | ERG Ets-DNA blk | Vif-APOBEC3F blk | LDHA block | Vif-APOBEC3G blk | D2 ag | Glioma ERSR ind | RGS4 inhibitor
Cc1cccc(C)c1NC(=O)C(NC(=O)c1ccccn1)c1ccc([N+](=O)[O-])cc1 (stereo not drawn) | . | -22% | 11% | 10% | 3 | -1% | . | -5% | ?
CC1(C)CC(=O)C(C2=NC3(CCCCCC3)Cc3ccccc32)=C(O)C1 | -3 | ? | 2% | -4% | -4 | 5% | 0.3 | -2% | 24%
CCc1nc2c(OCC3COc4ccccc4O3)cccn2c1N(C)C(=O)c1cccs1 (stereo not drawn) | . | -1% | . | . | -7 | -11% | . | 0% | .
CCOC(=O)N1CCN(C(=O)c2ccc3c(c2)N(Cc2ccccc2F)C(=O)c2ccccc2S3(=O)=O)CC1 | . | 0% | -18% | 1% | -12 | -4% | 0.2 | -2% | 8%
COC(=O)C1CCN(C(=O)COC(=O)c2n[nH]c3ccccc23)CC1 | 7 | 0% | 8% | -8% | 0 | 1% | 1.2 | -1% | -21%
COc1ccc(C(=O)NC2CCN(C(=S)Nc3ccccc3C)CC2)cc1 | 0 | 33%[activator] | 8% | 10% | -6 | -3% | 0.9 | -4% | -3%
Cc1ccccc1-c1nc(CS(=O)(=O)CC(=O)Nc2cc(Cl)cc(Cl)c2)c(C)o1 | . | ? | 2% | -24% | -9 | -15% | 0.9 | 0% | -19%
CN(C)C(=O)NCc1ccc(S(N)(=O)=O)cc1 | 7 | 0% | -10% | -9% | -3 | 2% | 1.8 | -1% | 23%
CN(C)c1nc2ccccc2c(N)c1-c1ccccc1 | 8 | ? | 1% | -7% | -38* | 5% | 1.0 | -5% | -1%
CCOC(=O)N1CCC(NC(=O)c2ccc(CS(=O)c3cccc(Cl)c3)o2)CC1 (stereo not drawn) | 54* | 4% | 0% | 2% | -2 | -5% | 44* | -3% | -22%[56.9 µM]
Cc1ccc(S(=O)(=O)Cn2nnnc2C(C(C)C)N2CCN(Cc3ccco3)CC2)cc1 (stereo not drawn) | -13 | 0% | 6% | -2% | -3 | 0% | 0.1 | -2% | 1%
O=C(NNC(=O)c1ccccc1Cl)c1cccs1 | -6 | -24% | -3% | 3% | 3 | 7% | . | 8% | -36%
CCCOc1ccc(C(C(=O)OCCN(CC)CC)c2ccccc2)cc1 (stereo not drawn) | -9 | ? | -5% | -10% | -15 | 0% | -0.3 | -6% | -18%[11.4 µM]
CC(C)CC(NS(=O)(=O)c1ccc2c(c1)oc(=O)n2C)C(=O)NCc1ccccc1Cl (stereo not drawn) | . | 0% | 1% | -4% | -16 | 2% | 1.5 | -3% | 10%
Cc1cc(Cl)ccc1Oc1ncc(CN2CCN(c3ccccc3)CC2)s1 | 84* | -12% | -11% | -4% | -1 | 0% | 65* | 4% | 11%
COc1ccc(CNC(=O)c2cnc(N3CCOCC3)c3ccccc23)cc1 | . | -18% | 4% | -3% | 4 | 3% | -0.3 | -2% | -16%
COc1ccc(N2CCN(c3nc(NCCc4ccc(OC)c(OC)c4)nc(OC)n3)CC2)cc1 | -29 | -19% | -4% | 3% | 2 | -3% | -0.8 | -2% | -2%
CCOC(=O)c1ccc(N/C=C/C(=O)c2ccccc2)cc1 | -4 | -3% | -3% | -3% | -3 | -4% | 0.3 | 10% | -3%
COc1cccc(CNC(=O)CCC2CCCN(C(=O)c3cc(C)[nH]n3)C2)c1 (stereo not drawn) | 1 | ? | -19% | 1% | -4 | 6% | 1.5 | 2% | -7%
O=C1C=C(O)CC(c2ccc(Cl)c(Cl)c2)C1 (stereo not drawn) | 8 | 0% | 2% | 5% | -1 | -6% | 0.3 | 0% | -1%
COc1ccc(OCCC(=O)OCC(=O)Nc2ccc(Br)cc2)cc1 | -14 | -12% | 10% | 0% | -1 | -1% | -1.0 | -4% | -12%
COc1ccccc1NC(=S)N(CCCN1CCOCC1)Cc1cccs1 | -4 | 193%[activator] | -3% | -3% | -11 | -1% | -0.9 | 0% | 12%
COc1ccc(CC(=O)NCCS(=O)(=O)N2CCN(c3ccc(F)cc3)CC2)cc1OC | 3 | 6%&3% | -4%&4% | -1%&1% | 1&7 | 1%&10% | 0.5&0.1 | -6%&-1% | 18%[11.4 µM]
CN(C)c1nc(C#N)nc(N(C)C)n1 | . | -3% | 16% | 6% | -13&-3 | 0%&1% | . | 0%&-3% | 10%&0%
COc1cccc(NC(=O)CN(C)CC(=O)NCc2ccc(F)cc2)c1 | . | 2% | -16% | -6% | -4 | -2% | . | 2% | 7%
CC1=NNC(=O)C1Cc1ccccc1C (stereo not drawn) | -14 | 1% | 6% | -3% | 2 | -5% | 1.4 | -5% | 2%
CCOc1ccc2nc(NC(=O)c3ccc(C)o3)sc2c1 | . | 21% | 10% | -15% | -1 | 7% | . | -6% | -42%
O=C(NCc1cccnc1)c1cccn2c(=O)c3sccc3nc12 | 1 | 0% | 1% | -1% | 0 | 0% | 0.2 | -4% | 16%
O=C(CN1C(=O)C2(SCC(=O)N2c2ccccc2)c2ccccc21)NCCc1ccccc1 (stereo not drawn) | . | -15% | -1% | 4% | -7 | 1% | 0.1 | -6% | 4%
